Screening data as filed in PubChem.
NR2F2 inh – blocks human COUP-TFII nuclear receptor; HEK293T NGFI-A luciferase reporter, luminescence; inhibition, % at 8.6 µM; actives 0.7% (n = 370,000);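 active means inhibition above a per-plate cutoff, mean inhibition of test wells between control levels plus 3 SD, cut at about 38% in these data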;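 further: cells cotransfected with COUP-TFII expression vector driving the NGFI-A reporter; 0% = median of COUP-TF2 test wells and 100% = reporter-only cells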
NOD2 RIPK2 PPI – inhibitors of human NOD2-RIPK2 interaction; AID 624267; actives 0.38% (n = 360,000); CHO BLA complementation NOD2-RIPK2, CCF4 ratio; inhibition, % at 4.98 µM; O43353; in the data active means inhibition above about 21%;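 further: 0% = vehicle only and 100% = reference blocker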
NR5A2 inv ag – inverse agonists of human LRH-1 (NR5A2) | O00482 | HEK293T StAR-luciferase reporter, LRH-1 transfected, 24 h | inhibition, % at 3.6 µM | actives 0.13% (n = 360,000);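 active means inhibition above the mean inhibition of all tested compounds plus 3 SD, cut at about 73% in these data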;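 further: 0% = DMSO wells and 100% = reporter-only cells lacking LRH-1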
TLR9-MyD88 inh – inhibitors of human TLR9-MyD88 binding; inhibition, % at 4.98 µM; Q9NR96+Q99836; actives 0.21% (n = 340,000); CHO BLA complementation TLR9-MyD88, CCF4 FRET ratio;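 active means inhibition above the mean over all tested compounds plus 3 SD, cut at about 21% in these data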;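 further: 0% = DMSO only wells and 100% = clavulanate BLA inhibitor control wells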
SRC3 inh – human NCOA3 inhibition; actives 0.17% (n = 360,000); inhibition, % at 3.6 µM; HEK293 GAL4-SRC3 luciferase reporter, luminescence; Q9Y6Q9;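 active means inhibition above a per-campaign cutoff, the mean of all compounds plus 3 SD, cut at about 60% in these data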;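 further: 0% = DMSO-treated cells and 100% = gossypol-treated cells at 36 µM; higher means less SRC3-driven luciferase light from the GAL4 reporter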
TWEAK Fn14 block – inhibitors of TWEAK-Fn14 interaction signaling. TWEAK-stimulated Fn14 reporter cells, luciferase luminescence, 8 h. inhibition, % at 10 µM. actives 2% (n = 360,000). AID 1159606; in the data active means inhibition above about 50%
SRC2 inh – inhibits human steroid receptor coactivator 2; Q15596; HEK293 GAL4-SRC2 luciferase reporter, luminescence; inhibition, % at 9 µM; actives 0.17% (n = 370,000);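 active means inhibition above the mean inhibition of all tested compounds plus 3 SD, set per campaign, cut at about 52% in these data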;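 further: 0% = DMSO treated cells and 100% = cells given Gossypol at 36 µM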
TROY signal inh – blocks TROY-dependent signaling in reporter cells | AID 1347056 | actives 0.98% (n = 360,000) | Q293 LMP1-TROYcd NF-kB luciferase reporter, 4 h | inhibition, % at 10 µM;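 active means compounds whose plate-normalised and pattern-corrected inhibition of the luciferase reporter signal at the single screening dose is 50% or more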
ABHD5-PLIN5 inh – blocks binding of human ABHD5 to perilipin-5 | Split G. princeps luciferase complementation, luminescence, 4 h | inhibition, % at 4 µM | actives 0.78% (n = 360,000) | AID 602281;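 active means inhibition above the mean inhibition across every tested compound plus 3 SD, cut at about 22% in these data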;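 further: 0% = DMSO only wells and the 100% control is not disclosed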
Target sequence (Q00G26 whole entry, looked up): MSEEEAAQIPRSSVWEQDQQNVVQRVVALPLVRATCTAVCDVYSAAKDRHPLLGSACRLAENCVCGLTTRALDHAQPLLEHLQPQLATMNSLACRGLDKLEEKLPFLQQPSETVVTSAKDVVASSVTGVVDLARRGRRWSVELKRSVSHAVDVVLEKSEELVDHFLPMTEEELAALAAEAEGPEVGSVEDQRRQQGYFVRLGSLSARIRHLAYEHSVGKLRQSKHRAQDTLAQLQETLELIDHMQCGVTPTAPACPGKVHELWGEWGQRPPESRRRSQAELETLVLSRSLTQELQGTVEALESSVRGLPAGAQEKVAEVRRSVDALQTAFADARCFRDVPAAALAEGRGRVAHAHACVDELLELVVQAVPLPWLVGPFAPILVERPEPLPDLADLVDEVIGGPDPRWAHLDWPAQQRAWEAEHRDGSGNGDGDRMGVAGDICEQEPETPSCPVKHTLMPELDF
Target sequence (Q8WTS1 whole entry, looked up): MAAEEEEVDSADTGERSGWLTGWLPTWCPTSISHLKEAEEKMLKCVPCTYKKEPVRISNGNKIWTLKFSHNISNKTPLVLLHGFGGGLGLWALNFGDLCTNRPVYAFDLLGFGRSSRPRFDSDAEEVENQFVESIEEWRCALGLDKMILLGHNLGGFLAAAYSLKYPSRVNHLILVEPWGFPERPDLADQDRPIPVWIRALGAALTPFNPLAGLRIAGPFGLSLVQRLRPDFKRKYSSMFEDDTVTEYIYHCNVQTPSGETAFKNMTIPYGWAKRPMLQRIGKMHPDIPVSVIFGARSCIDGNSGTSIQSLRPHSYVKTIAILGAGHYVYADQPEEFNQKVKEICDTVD
NCOA1 inh – human NCOA1 inhibition; HEK293 GAL4-SRC1 luciferase reporter, luminescence; actives 0.12% (n = 360,000); inhibition, % at 3.6 µM;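 active means inhibition above the campaign mean plus 3 SD, with each screening campaign given its own cutoff, cut at about 60% in these data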;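 further: 0% = DMSO treated cells and 100% = gossypol at 36 µM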
Exocytosis inh – blocks lytic granule exocytosis; AID 651702; actives 0.66% (n = 360,000); TALL-104 LAMP-1 surface exposure, flow cytometry; cells stimulated with thapsigargin and PMA; inhibition, % at 10 µM;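 active means inhibition above about 55%, limit read from the data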
* = called active by the depositor; · = not tested or not shown.

SMILES	NR2F2 inh	NOD2 RIPK2 PPI	NR5A2 inv ag	TLR9-MyD88 inh	SRC3 inh	TWEAK Fn14 block	SRC2 inh	TROY signal inh	ABHD5-PLIN5 inh	NCOA1 inh	Exocytosis inh
COc1cc(C2SCC(=O)N2CCCN(C)C)cc(OC)c1OC (stereo not given)	9	0	-4	-2	2	33	-22	28	-6	-5	3
c1ccc([C@H]2CN3CCSC3=N2)cc1	-2	-2	-7	-6	0	-5	-10	-1	-2	-10	-2
CCN(CC(=O)NCc1ccc(Cl)cc1)C(=O)Cc1ccc(OC)cc1	5	-10	-5	-1	10	-4	-2	-2	4	-12	6
COc1cccc(-c2ocnc2C(=O)Nc2ccc(N3CCOCC3)cc2N2CCOCC2)c1	-5	-1	-4	-1	-2	-3	9	1	0	3	9
CC(=O)Nc1ccc2c(c1)C(=O)c1cccc(C(=O)O)c1-2	-13	-8	-29	8	10	-12	-10	-7	-10	-1	0
CC(C)(CC(=O)O)CC(=O)NNc1ncccc1C#N	4	-10	-12	14	-2	-2	-1	2	-4	-4	-1
Cc1ccccc1N1C(S)=C(C#N)C(=O)NC1c1cccs1 (stereo not given)	21	0	-12	-15	-10	6	-2	-23	-3	10	18
CC(OC(=O)c1ccc2noc(-c3ccccc3)c2c1)C(N)=O (stereo not given)	-5	3	-69	4	-68	-6	-44	-51	1	-60	-2
COc1cc(S(=O)(=O)NCc2ccccn2)c(OC)cc1Cl	-23	10	1	0	1	5	-9	-2	-1	-5	-6
CCCc1cc(=O)oc2cc(OCC(=O)Nc3ccc4c(c3)OCCO4)ccc12	3	3	0	6	14	-35	-1	1	0	-16	0
CCC(C)NC(=O)COc1ccc(S(=O)(=O)N2CCOCC2)cc1 (stereo not given)	-1	-10	5	-7	-2	-9	-4	-6	2	12	2
CCN1CCCC1CNCc1cccc(OC)c1OCc1ccccc1F (stereo not given)	4	-4	-28	-8	-3	1	-6	-9	4	2	2
O=C(N/N=C/c1ccc[nH]1)c1cccnc1	6	-12	0	3	4	-7	-8	-22	0	-15	-2
O=C(Cc1cccc2ccccc12)NN1C(=O)C2C(C1=O)C1C=CC2C12CC2 (stereo not given)	9	5	5	-1	21	11	4	-10	0	8	-4
COc1cccc(OC)c1C(=O)NNC(=O)c1cccc(COc2ccc3c(c2)CCC3)c1	-42	-2	-331	-3	-76	-45	-39	5	-2	-132	0
CCN1c2ccc(S(=O)(=O)N3CCOCC3)cc2N(Cc2ccc(OC)cc2)C1C (stereo not given)	-16	-12	1	5	9	1	18	3	-1	1	4
Cn1c(CN2CCOCC2)nnc1SCc1cccc(F)c1	8	-3	19	19	13	7	-1	-9	0	9	1
COc1ccccc1OCC(=O)NCC1CCCCC1	14	7	-16	-3	7	-16	-5	-1	5	0	0
COc1ccccc1C(=O)NCC(=O)N1CC=C(c2ccccc2)CC1	-16	3	-4	-8	0	-16	-21	8	-2	2	-2
CN(C)C(CNC(=O)C1CCCN(C(=O)c2ccc(Cl)cc2)C1)c1ccco1 (stereo not given)	-9	4	-17	9	6	13	-11	-4	-6	-27	-1
C=CCNc1ncnc2c1ncn2[C@H]1CN(CCN2CCOCC2)C[C@@H](CO)O1	8	1	-12	·	-16	-18	-7	-4	-5	11	1
Cc1cccc(NC(=O)/C(C#N)=C/c2ccc(Cl)cc2)n1	8	8	-10	8	-21	-7	-17	-34	5	15	11
O=C(Cn1nc(C(=O)O)c2ccccc2c1=O)Nc1ccccc1C(F)(F)F	5	-10	11	-5	-5	-17	10	-1	1	-2	-11
COc1ccccc1N1CCN(C(=O)c2ccc([N+](=O)[O-])s2)CC1	13	-3	-3	-13	20	10	-45	-15	0	2	-7
COc1ccc(CCc2nnc(N)s2)cc1OC	-1	-11	-16	-4	1	2	-34	14	-8	-8	8
Additional structures.
SMILES	NR2F2 inh	NOD2 RIPK2 PPI	NR5A2 inv ag	TLR9-MyD88 inh	SRC3 inh	TWEAK Fn14 block	SRC2 inh	TROY signal inh	ABHD5-PLIN5 inh	NCOA1 inh	Exocytosis inh
Cc1ccc(S(=O)(=O)NC2(C(F)(F)F)C(=O)Nc3c2c(=O)n(C)c(=O)n3C)cc1 (stereo not given)	-5	-6	14	-3	11	3	5	6	-4	0	7
Cc1ccc(Nc2c([N+](=O)[O-])c(=O)oc3ccccc23)cc1C	-16	-8	-8	-3	-6	-6	-5	7	5	-10	-1
Cc1[nH]c2ccccc2c1C(=O)C(=O)N1CCN(C(=O)c2ccco2)CC1	-5	3	-14	-1	15	15	-14	4	-1	-7	-3
COc1ccc(CNC(=O)CCC(=O)c2ccc(C)cc2)cc1OC	-18	0	-21	7	-25	10	20	15	-9	8	2
CCCN(CCC)C(=O)CSc1nc2ccsc2c(=O)n1NC(=O)c1ccccc1	-4	-5	-29	-1	-2	4	-35	-28	5	-25	-6
Cn1c(C(=O)O)c(S(=O)(=O)c2ccc(Cl)cc2)c2ccccc21	16	13	3	5	8	17	8	11	-2	8	2
O=C(N/N=C/c1cccnc1)c1ccc(NC(=O)c2ccc(Cl)cc2)cc1	-33	-5	14	5	0	14	-15	-6	2	5	-6
Cc1cc(C)c(S(=O)(=O)N2CCN(C(=O)CCn3nc(C)c(C)c3C)CC2)c(C)c1	-4	13	11	2	-8	10	14	4	-1	-1	-9
CN1CCCC(OC(=O)c2cc(Br)ccc2Cl)C1 (stereo not given)	-1	-8	-16	2	4	-27	-4	-19	6	-4	10
Cc1ccc(C)n1-c1cccc(NC(=O)c2ccccc2)c1	6	-9	-16	-2	-16	-9	-15	-30	-5	-13	-3
CN(CC(=O)NCCN1CCCCCC1)S(=O)(=O)c1cccc2nsnc12	6	-3	-10	-1	3	6	8	-4	0	2	-2
O=C(Nc1ccc(Cl)c(Cl)c1)Nc1ccc(Br)cc1F	-3	-13	-1	8	-19	47	1	32	-2	4	-2
COc1ccccc1/C=N/NC(=O)CNC(=O)c1ccc(S(=O)(=O)N(C)C)cc1	2	-9	12	5	18	2	18	4	2	5	-1
N=C(N)c1ccc(O)cc1	-10	-6	17	-1	-6	4	-11	8	13	2	0
Cc1nc2ccccn2c1P(=O)(N1CCCCC1)N1CCCCC1	-4	-10	5	0	-39	1	-19	-9	-4	-7	-2
CCc1ccc2c(c1)C1(C(=O)N2)N2CCCC2C(C(=O)c2ccc3ccccc3c2)C12C(=O)Nc1ccccc12 (stereo not given)	-3	8	-50	1	-66	38	-6	-16	6	-61	4
COc1cccc(NC(=O)N(CCN(C)C)C(C)c2cccnc2)c1 (stereo not given)	4	-5	20	2	17	3	17	-21	5	-13	11
O=C(c1n[nH]c2ccccc12)N1CCOCC1	9	4	-2	0	14	-9	2	1	3	-4	-7
Cc1c(-c2ccccc2)nc(N)c(C#N)c1-c1ccco1	0	-2	-3	0	4	12	13	-15	1	1	2
O=C(CSc1n[nH]c(-c2ccccc2)n1)N1CCOCC1	-7	-9	-24	3	-34	4	-35	-36	2	-30	-10
Cc1c(N(C)S(=O)(=O)c2cccc(C(=O)NCC3CCCO3)c2)c(=O)n(-c2ccccc2)n1C (stereo not given)	4	0	-6	-9	11	-13	-51	-1	9	-10	-2
CCOC(=O)C1=C(C)N(C)C(C)=C(C(=O)OCC)C1c1ccsc1	19	7	1	-5	10	-4	-19	7	-1	-1	2
CN(C)C(=O)COC(=O)c1cccnc1Nc1ccccc1F	-10	4	7	1	-1	-22	-5	1	-2	2	4
CCOC(=O)c1nc(N)c(C(=O)OCC)[nH]1	7	-1	-3	-5	-4	-19	-7	2	0	-7	-1
CC1CCN(C(C(=O)NC2CCCCC2)c2cc3c(cc2[N+](=O)[O-])OCO3)CC1 (stereo not given)	-6	-48	14	-4	11	-3	-44	20	0	-11	-2
(next part)
SMILES	NR2F2 inh	NOD2 RIPK2 PPI	NR5A2 inv ag	TLR9-MyD88 inh	SRC3 inh	TWEAK Fn14 block	SRC2 inh	TROY signal inh	ABHD5-PLIN5 inh	NCOA1 inh	Exocytosis inh
COc1ccc(CSCC(=O)NCCC(C)C)cc1	-2	-5	12	4	16	9	11	9	1	4	-1
COc1ccc(NC2=CC(c3cccc(OC)c3)N(c3ccc(OC)cc3)C2=O)cc1 (stereo not given)	2	2	1	6	4	12	-37	-18	-20	-9	-5
CC(=O)Nc1ccc(S(=O)(=O)NCC2(N3CCOCC3)CCCCC2)cc1	-11	-9	10	-2	9	-12	-4	-18	6	-14	-8
Cc1cc(C)nc(SCC(=O)Nc2ccc(Br)cn2)n1	1	-7	2	-1	2	11	28	16	-2	-11	-1
NC(=O)c1ccsc1NC(=O)c1ccc(N2CCCC2=O)cc1	-39	3	-162	-9	-53	43	-39	9	-4	-123	-1
Cc1cc(Nc2nnnn2-c2ccccc2)n(-c2ccc(Cl)cc2)n1	8	0	18	6	8	14	-13	45	-2	9	5
O=C(NCc1ccc(Cl)cc1)C1C2C=CC3(CN(Cc4cccnc4)C(=O)C13)O2 (stereo not given)	-2	-16	0	-1	4	10	-2	14	-7	-20	-2
CC(=O)Nc1ccc(S(=O)(=O)Nc2cccc(C(=O)Nc3ccccc3C(=O)O)c2)cc1	15	-1	4	-9	1	34	15	41	-9	4	-3
CCCOc1ccc(C(O)C(CN2CCOCC2)c2ccccc2)cc1 (stereo not given)	17	-1	-4	4	-12	11	-14	-16	0	4	20
O=C(/C=C/c1ccc(Cl)cc1)Nc1ccccc1N1CCOCC1	10	0	11	2	10	-23	2	-19	-10	1	0
Cc1cc(C)c(C(=O)Cn2nc(C(=O)O)c3ccccc3c2=O)cc1C	18	-4	-7	2	10	-11	-26	7	0	7	-5
CN(C)S(=O)(=O)c1cccc(NC(=O)COC(=O)c2cc(-c3cccc(Br)c3)nc3ccccc23)c1	0	-8	-19	2	7	21	-5	6	7	-19	-4
Cc1ccc(S(=O)(=O)Nc2ccc3cn[nH]c3c2)cc1	29	-5	7	4	-8	9	4	3	0	-36	-1
O=C(CCc1ccccc1)Nc1ccc(NC(=O)c2ccco2)cc1	-29	1	-25	2	-24	9	-35	6	-1	-22	3
O=C1NC(=S)N(c2cccc(Cl)c2)C12CCCCC2	-3	-2	12	3	1	6	-16	27	-3	6	1
CC(=O)C1=C(O)C(=O)N(c2ccc(C)cc2)C1c1ccccn1 (stereo not given)	-4	-2	-43	-4	-8	-5	-4	-21	0	-5	5
CCCn1c(N)c(C(=O)CSc2nnc(C)n2Cc2ccccc2)c(=O)n(C)c1=O	-3	-5	9	5	2	2	5	11	-3	7	-3

Some entries already given, reduced to SRC3 inh, NR2F2 inh and NOD2 RIPK2 PPI:
SMILES	SRC3 inh	NR2F2 inh	NOD2 RIPK2 PPI
Cc1cc(C)c(C(=O)Cn2nc(C(=O)O)c3ccccc3c2=O)cc1C	10	18	-4
CN(C)S(=O)(=O)c1cccc(NC(=O)COC(=O)c2cc(-c3cccc(Br)c3)nc3ccccc23)c1	7	0	-8
Cc1ccc(S(=O)(=O)Nc2ccc3cn[nH]c3c2)cc1	-8	29	-5

Some of the compounds tested; rates above refer to the full screens.
